PTAP TSG101 blk: blocks PTAP/TSG101 interaction to inhibit HIV-1 budding; Q99816; Fluorescence polarization, FITC-PTAP peptide / Tsg101 binding; Potency, µM (titrated, usually from 115 µM), without a hit: top-dose activity change, negative = inhibition, usual class: inhibitors; 340,000 tested, under 10 active; active = well fitted inhibition curve with a large enough effect in the main read-out, with a control signal flat, not every such curve was filed as active; inconclusive = small, poorly fitted or top-dose-only effect, or effect the other way, or a change in a side signal; inactive = no such curve, though single readings can be large or run the other way; note: potency is the fitted concentration of half-maximal effect; % of control where 0% means no effect
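FP read-out: FITC-PTAP peptide, 50 nM final, binding Tsg101 binding domain, 10 uM final; 20 min, r.t.; 10 mM HEPES pH 7.5, 0.15 M NaCl, 0.01% Tween 20, 3 mM EDTA, 0.1 mM TCEP.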
A-T KAP1 phos: candidate therapy for ataxia-telangiectasia. […] A-T fibroblasts, KAP-1 phosphorylation AlphaLISA; neocarzinostatin DNA damage 30 min before lysis. Potency, µM (top dose mostly 57.5 µM), without a hit: top-dose activation, actives largely listed as activators. actives 0.19% (n = 320,000); note: potency is the fitted concentration of half-maximal effect; % of control where 0% means no effect; nearly all actives have a fitted effect of over 45% in size
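hTERT-immortalized A-T patient fibroblasts ([…]), 500 cells/well in OPTI-MEM, 1% FBS, got compounds for 60 min, then NCS for 30 min at 37C. Lysates were then assayed for phospho-KAP-1 by AlphaLISA (anti-pKAP1 donor, anti-KAP1 acceptor beads), 6 hr at 25C.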
TRPV1 ag: agonists of human vanilloid receptor 1 (TRPV1) | Q8NER1 | activation, % at 8.33 µM | TRPV1-expressing cells, Fluo-8 calcium influx, agonist mode | AID 540275 | actives 0.19% (n = 320,000); in the data active = activation above about 80%; inconclusive = between about 30% and that limit; note: 0% is about no effect
Target sequence (Q8NER1 whole entry, looked up): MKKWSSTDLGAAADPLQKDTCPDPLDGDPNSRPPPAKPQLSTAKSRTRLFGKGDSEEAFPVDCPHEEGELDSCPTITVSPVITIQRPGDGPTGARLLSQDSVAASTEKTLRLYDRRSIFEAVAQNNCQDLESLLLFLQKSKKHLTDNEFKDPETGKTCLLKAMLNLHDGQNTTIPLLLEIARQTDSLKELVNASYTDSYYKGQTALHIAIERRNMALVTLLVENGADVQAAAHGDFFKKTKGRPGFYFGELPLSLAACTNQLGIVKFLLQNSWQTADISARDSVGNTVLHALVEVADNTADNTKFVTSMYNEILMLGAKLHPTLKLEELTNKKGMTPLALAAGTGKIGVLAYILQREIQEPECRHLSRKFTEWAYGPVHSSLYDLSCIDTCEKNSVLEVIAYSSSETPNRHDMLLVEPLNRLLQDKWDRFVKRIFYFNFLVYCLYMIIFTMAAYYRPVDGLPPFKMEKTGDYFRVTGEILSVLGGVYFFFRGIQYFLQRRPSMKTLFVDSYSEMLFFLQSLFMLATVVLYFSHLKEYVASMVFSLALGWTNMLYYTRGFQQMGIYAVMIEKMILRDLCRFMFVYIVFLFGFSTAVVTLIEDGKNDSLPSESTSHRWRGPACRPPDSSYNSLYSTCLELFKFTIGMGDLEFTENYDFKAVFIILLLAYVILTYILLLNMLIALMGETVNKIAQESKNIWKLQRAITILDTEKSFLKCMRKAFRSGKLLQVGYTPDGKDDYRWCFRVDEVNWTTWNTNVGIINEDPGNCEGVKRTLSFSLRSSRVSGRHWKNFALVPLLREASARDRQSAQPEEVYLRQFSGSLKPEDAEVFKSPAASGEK
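Cells expressing TRPV1 were dye-loaded with Fluo-8 and read kinetically: 10 s baseline, 3 min after compound (agonist portion), then 2 min after EC20 capsaicin (allosteric enhancer portion). Calcium-bound dye fluorescence at 480/520 nm.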
BRCA1 expr act: increases BRCA1 expression; MCF7-BRCA1-FFLuc reporter, luminescence, 48 h; response scale: scaled: vehicle 0%, 10 µM genistein 100%; Potency, µM (top dose mostly 46.1 µM), for the others: at the top dose activation, usual class: activators; actives 1.1% (n = 380,000); AID 624202; note: potency is the fitted concentration of half-maximal effect; nearly all actives have a fitted effect of over 80% in size; some results filed as inactive show a strong effect at the top dose
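Activators of BRCA1 expression were detected as increased firefly luciferase luminescence in engineered MCF7 cells after 48 h compound incubation. Signals were scaled to genistein 10 microM as full activation.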
TCR act: T cell receptor activation; 330,000 tested, under 10 active; primary human leukocytes, anti-CD3, IL-2 HTRF, 48 h; Potency, µM (titrated, usually from 9.22 µM), inactives show at the highest dose activation of IL-2 secretion, most hits filed as activators; note: % of control where 0% means no effect
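Activity was scored as IL-2 release from primary human leukocytes given only a TCR signal (a-CD3 beads) plus compound for 48 hr. Detection used a two-antibody HTRF format read at 665nm.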
ELG1 repair inh: ELG1-dependent DNA repair inhibition | actives 2.3% (n = 330,000) | HEK293T ELG1-luciferase reporter, luminescence, 16 h; DNA damage induced by 5-fluorouridine | Potency, µM (series often up to 46.1 µM), without a hit: at the top dose activity change, negative = inhibition, usual class: inhibitors; note: potency is the fitted concentration of half-maximal effect; % is set by controls: 0 for no effect and ±100 for the full control effect; nearly all actives have a fitted effect of over 55% in size
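5-Fluorouridine DNA damage + compound/DMSO, 2,000 cells/well, 16 h, 37 °C/5% CO2. ONE-Glo, 30 min RT, luminescence. Readout = decrease in reporter signal.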
MLL CXXC-DNA inh: MLL CXXC-DNA interaction inhibition | MLL-CXXC / FITC-HOXA9 DNA fluorescence polarization | Potency, µM (titrated, usually from 115 µM), for inactives: top-dose activity change, negative = inhibition, usual class: inhibitors | actives 0.037% (n = 290,000); active = well fitted inhibition curve with a large enough effect in the polarisation, with a control signal flat, not every such curve was filed as active; inconclusive = small, poorly fitted or top-dose-only effect, or effect the other way, or a change in a side signal; inactive = no such curve, though single readings can be large or run the other way; the % refers to the polarisation; note: potency is the fitted concentration of half-maximal effect
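Fluorescence polarization: 7 uM MLL-CXXC (stock) preincubated 5 min with compounds, then 50 nM fluorescein-HOX-A9 DNA (stock) added; 30 min ambient. Buffer 50 mM Tris-HCl pH 7.5, 50 mM NaCl, 1 mM DTT, 0.05% BSA.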
p53 reactivation: mutant p53 re-activation in reporter cells | H1299 p53-A138V BP100-luciferase reporter, luminescence, 24 h | Potency, µM (titrated, usually from 92.2 µM), inactives show at the highest dose activity change, positive = activation, usual class: activators | actives 0.063% (n = 320,000) | AID 504706; note: potency is the fitted concentration of half-maximal effect; % of control where 0% means no effect; nearly all actives have a fitted effect of over 45% in size
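H1299 (p53-null), stable ts p53-A138V + BP100-Luc; 1000 cells/well, Opti-MEM/10% FBS; cpd 4 pt, 1:5; 24 h, 37 deg C, 5% CO2; detection reagent 10 min RT; luminescence.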
a7 integrin act: activates integrin-mediated alleviation for muscular dystrophy. alpha7betagal myoblasts, beta-gal FDG fluorescence, 48 h. Potency, µM (titrated, usually from 38.3 µM), for the others: at the top dose activation, hits mostly activators. actives 0.064% (n = 350,000). AID 624291;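 note: potency is the fitted concentration of half-maximal effect; 100% = response of the positive control SU9516; nearly all actives have a fitted effect of over 60% in size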
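alpha7betagal+/- myoblasts (passage 13, 250/well) treated 48 h at 37C with compounds at 1:260 dilution of DMSO stock. Lysed, then beta-galactosidase activity read as FDG fluorescence (ex 480/em 540) after 30 min, with pre-read for autofluorescence.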
B2AR arrestin: beta2AR (human) beta-arrestin recruitment activity; beta-arrestin recruitment to beta2AR, cell-based reporter; actives 0.02% (n = 330,000); Potency, µM (top dose mostly 46.1 µM), for the others: at the top dose activation, most hits filed as activators;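 note: potency is the fitted concentration of half-maximal effect; 0% = DMSO controls and full agonism = EC100 isoproterenol or metaproterenol; nearly all actives have a fitted effect of over 65% in size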
* marks the source's active call; other numbers are inactive results; ? = inconclusive; nt = no result given; & = joins results of further samples; [ ] = remark or other dose. Unless noted, calls come from the whole dose curve; as a rule, active = well fitted curve in the direction sought with a large enough effect; inconclusive = small, poorly fitted or top-dose-only effect, or another doubt; inactive = no such curve, though single readings can be large; an effect the other way counts as inactive or inconclusive.

SMILES	PTAP TSG101 blk	A-T KAP1 phos	TRPV1 ag	BRCA1 expr act	TCR act	ELG1 repair inh	MLL CXXC-DNA inh	p53 reactivation	a7 integrin act	B2AR arrestin
CCOc1ccc2c(C)nc(NC3=NC(C)(C)C=C(C)N3)nc2c1	-3%	-12%	-3	-43%	-6%[46.1 µM]	-19%	9%	-1%	-32%	0.4%
CC(=O)c1cccc(NCC(=O)Nc2cccc(S(=O)(=O)N3CCCCC3)c2)c1	-2%	7%	2	-23%	-10%	?	nt	-2%	-1%	0.0%
C[C@]12c3[nH]c4ccccc4c3CCN1C(=O)C(CC(=O)NCCC1=CCCCC1)C[C@@H]2C(=O)N1CCCCC1 (stereo not given in full)	-4%	12%	nt	11%	-1%	25%	nt	-2%	-6%	-0.8%
O=C(Nc1nnc(S(=O)(=O)N2CCCC2)s1)c1cccc([N+](=O)[O-])c1	-10%	10%	0	79%	-1%	?	12%	6%	-9%	0.1%
O=C(Cc1ccc(S(=O)(=O)N2CCOCC2)s1)NCCOc1ccccc1	1%	1%	-5	12%	-2%	0%	nt	1%	6%	-0.3%
CNS(=O)(=O)c1ccc(NC(=O)c2cc(-c3ccncc3)nc3ccc(Cl)cc23)cc1	nt	-2%	-9	-42%	3%	-10%	4%	-10%	24%	-0.4%
CCOc1cc(CN2CCCCCC2)ccc1OC	-1%	-1%	10	8%	nt	19%	-6%	8%	23%	0.1%
CNc1ccc2c3c(cccc13)C(=O)N(C)C2=O	?	39%	103*	56%	3%	-16%	?	2%	-57%[inhibitor]	0.3%
Cc1cccc(NC(=O)Nc2ccc(C)c(C)c2)n1	-1%	3%	4	12%&42%	-2%	?	16%	17%	-22%	-2.2%
Cc1ccc(NC(=O)CN(C)C(=O)CNC(=O)c2cccs2)cc1	-2%	1%	-1	-6%	3%	2%	nt	-3%	-10%	3.2%
CCN(C(=O)CN1C(=O)NC2(CCCc3ccccc32)C1=O)c1ccc(F)cc1 (stereo not given)	-3%	5%	1	-27%	-1%	-1%	nt	-3%	17%	-0.6%
CCOc1ccc(C(=O)/C=C/c2ccc(OC)c(OC)c2)cc1	-1%	6%	5	-18%	-3%	-1%	-8%	5%	-60%[inhibitor]	-1.1%
CCN(CC)S(=O)(=O)c1ccc(N/N=C/c2cc(OC)ccc2O)nc1	0%	-3%	17	-68%	3%[46.1 µM]	18%	3%	?	-20%	-1.1%
COc1cc(CNC2CCCC2)cc(Br)c1OCC(=O)Nc1ccccc1C	0%	-6%	2	-11%	-13%	13%	0%	-3%	-4%	-0.7%
Cc1ccc(S(=O)(=O)NC2c3cccc4cccc(c34)C2Sc2ncccn2)cc1 (stereo not given)	-5%	-2%	9	-52%	1%[46.1 µM]	?	-1%	-8%	12%	-0.5%
CC1(C)Cc2c(cnn2-c2ccccc2)C(NC(=O)CCN2CCCCO2)C1 (stereo not given)	-1%	3%	-6	-15%	-4%	8%	5%	-3%	-10%	0.1%
CC(C)NC(=O)c1ccccc1NC(=O)CCS(=O)(=O)Cc1ccccc1	-8%	-2%	0	0%	nt	-13%	5%	-8%	-19%	-0.2%
CNC(=O)COc1ccc(S(=O)(=O)Nc2ccc(C)cc2)cc1	2%	1%	-3	3%	-1%	11%	2%	-4%	?	-0.4%
O=C(COC(=O)c1ccccc1C(=O)c1ccc(Cl)c([N+](=O)[O-])c1)NC1CC1	0%	-4%	-1	-54%	-7%	?	17%	-20%	-20%	0.0%
COc1ccc2nc(NC(=O)C3CCN(S(=O)(=O)c4cccs4)CC3)sc2c1	-4%	0%	-1	-72%	5%	10µM*	15%	-6%	-14%	0.2%
Cc1cc(NC(=O)CCC(=O)N(c2cccc(F)c2)C(C(=O)NC2CCCC2)c2ccc(C)o2)no1 (stereo not given)	-3%	6%	9	-6%	1%	-19%	1%	-3%	-2%	0.1%
COc1ccc(-n2c(COc3cccc(C)c3)nnc2SCC(=O)O)cc1	-11%	13%	-1	-1%	-1%	-3%	-13%	6%	23%	-0.2%
CC1(C)CC(CCNC(=O)CCl)(c2ccccc2)CCO1 (stereo not given)	1%	-31%	-2	6%	-1%	?	1%	-12%	30%	-0.9%
CN(C(=O)COC(=O)c1ccccc1Cc1ccccc1)C1CCS(=O)(=O)C1 (stereo not given)	-7%	1%	3	27%	-2%	-1%	-1%	18%	-25%	0.5%
Cc1ccc(-c2nnc(NC3CCCC3)s2)cc1	-2%	0%	?	?	-4%	?	-1%	nt	-15%	-0.6%
Cc1ccccc1/C=C/c1nc2ccccc2c(=O)[nH]1	-3%	2%	nt	?	-1%	?	1%	-1%	-49%[inhibitor]	0.2%
CC1c2[nH]c3ccccc3c2CCN1S(C)(=O)=O (stereo not given)	-5%	-2%	0	2%	-4%	-2%	-2%	-7%	-1%	0.0%
CC(=O)Nc1cccc(NC(=O)c2cc(C)on2)c1	-2%	0%	3	46%	4%[46.1 µM]	?	0%	?	-10%	-0.6%
CC1CCCN(C(=O)c2ccc(NC(=O)CC3SC(N4CCCC4)=NC3=O)cc2)C1 (stereo not given)	-2%	8%	-3	14%	-4%	20%	nt	4%	-10%	0.5%
c1ccc(SCCCCNC2CCCC2)cc1	2%	-3%	2	0%	1%[46.1 µM]	-20%	6%	-4%	-33%	4.8%
CC1CN(S(=O)(=O)N(C)C)CCN1S(=O)(=O)N(C)C (stereo not given)	-5%	3%	-1	4%	-23%	12%	8%	-2%	-39%[inhibitor]	-0.8%
COc1ccccc1CNC(=O)COC(=O)c1ccc(S(=O)(=O)N2CCCC2)cc1	-5%	nt	-1	-16%	2%	-4%	2%	-2%	2%	0.4%
COc1ccc(N(CC(=O)Nc2ccc(C(C)C)cc2)S(=O)(=O)c2c(C)noc2C)cc1	-1%	-3%	1	-42%	4%	-1%	36%[activator]	-4%	-50%[inhibitor]	-0.7%
Cn1nc(C(=O)NNc2c(F)c(F)cc(F)c2F)c2ccccc2c1=O	-7%	5%	-1	-44%	-4%	-16%	12%	-6%	0%	0.1%
O=C(/C=C/c1ccc2c(c1)OCCO2)c1ccccc1	-11%	18%	?	7.1µM*	-1%	?	3%	?	4%	-0.1%
COC(=O)C1=C(C)N(c2ccc(C)c(C)c2)/C(=C/c2cccs2)C1=O	-4%	-5%	19	-7%	0%	-15%	0%	-2%	15%	5.4%

A stretch of the results above, as a working copy:
SMILES	PTAP TSG101 blk	A-T KAP1 phos	TRPV1 ag	BRCA1 expr act	TCR act	ELG1 repair inh	MLL CXXC-DNA inh	p53 reactivation	a7 integrin act	B2AR arrestin
CC1CCCN(C(=O)c2ccc(NC(=O)CC3SC(N4CCCC4)=NC3=O)cc2)C1 (stereo not given)	-2%	8%	-3	14%	-4%	20%	nt	4%	-10%	0.5%
c1ccc(SCCCCNC2CCCC2)cc1	2%	-3%	2	0%	1%[46.1 µM]	-20%	6%	-4%	-33%	4.8%
CC1CN(S(=O)(=O)N(C)C)CCN1S(=O)(=O)N(C)C (stereo not given)	-5%	3%	-1	4%	-23%	12%	8%	-2%	-39%[inhibitor]	-0.8%
COc1ccccc1CNC(=O)COC(=O)c1ccc(S(=O)(=O)N2CCCC2)cc1	-5%	nt	-1	-16%	2%	-4%	2%	-2%	2%	0.4%
COc1ccc(N(CC(=O)Nc2ccc(C(C)C)cc2)S(=O)(=O)c2c(C)noc2C)cc1	-1%	-3%	1	-42%	4%	-1%	36%[activator]	-4%	-50%[inhibitor]	-0.7%
Cn1nc(C(=O)NNc2c(F)c(F)cc(F)c2F)c2ccccc2c1=O	-7%	5%	-1	-44%	-4%	-16%	12%	-6%	0%	0.1%
O=C(/C=C/c1ccc2c(c1)OCCO2)c1ccccc1	-11%	18%	?	7.1µM*	-1%	?	3%	?	4%	-0.1%
COC(=O)C1=C(C)N(c2ccc(C)c(C)c2)/C(=C/c2cccs2)C1=O	-4%	-5%	19	-7%	0%	-15%	0%	-2%	15%	5.4%

Compound activity (PubChem BioAssay)
